ER stress rescue: protection against thapsigargin-triggered cell killing – 384-well, CSM14.1, ATP luminescence, primary screen (AID 1222). cellular ATP content (survival), % at 20 µM; hits with a dose series show EC50 in µM. 190,000 tested, under 10 active. CSM14.1 thapsigargin-induced death rescue, ATP luminescence; higher % means a stronger effect;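 active = EC50 below 50 µM in the dose-response confirmation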;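 note: death triggered by thapsigargin at about 15 µM added after 2 h compound pretreatment; cell ATP read after overnight thapsigargin exposure of roughly 18 to 22 hours; normalized against plate controls of thapsigargin alone and 5% DMSO vehicle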
XIAP displacement: XIAP antagonists, biochemical, IAP family, fluorescence polarization (AID 1018); one-dose displacement, % at 20 µM; IC50 in µM for titrated hits; XIAP BIR domain, fluorescence polarization peptide displacement; higher % means a stronger effect; 200,000 compounds, 0.007% hits; in the data active = displacement above about 50%; note: a part of the inactive calls stands beside numbers as strong as those of hits
Lipid droplet: hepatic lipid droplet formation modulation; AML12 mouse hepatocytes, oleate lipid droplets, BODIPY imaging; inhibition, % at 6.5 µM; 240,000 compounds, 0.4% hits;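 active = lipid droplet intensity inhibited by at least 50%, with more than 500 cells counted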
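Material – mouse AML12 hepatocyte cell line, fixed after treatment · Compound dosing – one dose, 6.5 µM compound · Times – compound with oleate, overnight · Measured by – Image-based BODIPY and DAPI two-channel analysis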
Autophagy mod: modulators of autophagy. MEF GFP-LC3 puncta imaging; test concentration mostly 10 µM. calls only at 10 µM (by protocol). 190,000 compounds, 0.98% hits. AID 463193;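 active = percentage of spot-positive cells more than 3 SD above its plate mean, without a fluorescence outlier flag or 80% toxicity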;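 note: spot-positive cell cutoff set from DMSO-treated cells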
WT yeast gro inh: growth inhibition of WT yeast, mitochondrial fusion screen; inhibition, % at 10 µM; 190,000 compounds, 2.1% hits; mitochondrial fusion phenotypic screen, WT strain; in the data active = inhibition above about 58%; tested in S. cerevisiae
Dynein transport: blocks dynein driven cargo transport along microtubules. AID 1381. z-score, hits read low. 220,000 compounds, 0.47% hits. 3617.4 mouse cells, GR-EGFP nuclear translocation imaging; test concentration mostly 20 µM; stimulated with dexamethasone, 1 µM; hits give low values;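 active = plate z-score of nuclear minus cytoplasmic receptor signal below a set negative limit, without overly bright fluorescence or cell loss, cut at about -3.5 in these data, passing the limit was not always enough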;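 note: z-score of nuclear minus cytoplasmic ring GR-EGFP intensity difference per well; some compounds called inactive have numbers as strong as hits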
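Buffer or medium: tet-free, stripped-serum medium; reagent: dexamethasone at 1.0 µM final, 30 min; incubation: 48 h induction, 1 h compound, 30 min dex at 37 °C; measured by: formaldehyde fixation, Hoechst nuclear stain, 10x automated fluorescence imaging; read-out: nuclear-to-cytoplasmic GR-EGFP distribution per well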
bCat nuc transl: alters nuclear translocation of beta-catenin in HeLa cells; immunofluorescence imaging; nuclear translocation activity, % at 5 µM; 190,000 compounds, 0.3% hits; AID 1665;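 active = nuclear translocation activity above 50% at 5 µM, with a well cell count of 50 or more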;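 note: per-cell ratio of nuclear to cytoplasmic median beta-catenin stain intensity; plate controls were DMSO negative control for no effect and GSK-3 inhibitor IX positive control for full effect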
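Test system: HeLa cells, endogenous beta-catenin; Compound: single 5 µM dose plus 0.02–20 µM confirmation series; Times: compound exposure 24 h at 37°C; Signal: fluorescence imaging of beta-catenin antibody stain plus DAPI; Read-out: % activation, nuclear-to-cytoplasmic median beta-catenin signal ratio per cell.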
Ins promoter up: MIN6 insulin promoter up-regulation; MIN6 insulin promoter-GFP reporter, high-content imaging; hits give high values; z-score at 5 µM; 190,000 compounds, 0.3% hits;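 active = z-score above 3 at 5 µM with at least 500 cells counted in the well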
MT stabilizer: microtubule stabilization, imaging screen | % tubulin-high responders, % at 10 µM | 200,000 compounds, 0.83% hits | AID 2205 | HeLa tubulin immunostaining HCS, 24 h; share of cells brighter than vehicle mean+2SD;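 active = plate Z-score above 3 for both tubulin-high and condensed-nucleus cell shares, with cell loss under 80%, at 10 µM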;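 note: anti alpha tubulin signal scored within the nucleus-defined area of each cell; some results filed as inactive read as strong as hits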
WT yeast gro inh mutant strain: second read-out of WT yeast gro inh, no call of its own (marks repeat the call); inhibition, %; mitochondrial fusion phenotypic screen, mutant strain inhibition
Dynein transport cytoplasmic EGFP: also measured in Dynein transport; calls as there; z-score; measured here: cytoplasmic GR-EGFP intensity; hits give high values
Dynein transport nuclear GR-EGFP: second read-out of Dynein transport, no call of its own (marks repeat the call); z-score; measured here: nuclear GR-EGFP intensity;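 lower value marks the stronger effect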
Dynein transport cell count: recorded beside Dynein transport, whose call it bears; z-score; measured here: cell count per field
Ins promoter up cell count: further read-out of Ins promoter up, marked with its call; cell count; measured here: cytotoxicity, nuclei count;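 total cells summed across four imaged fields per well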
Lipid droplet cells 6.5 µM: also measured in Lipid droplet; calls as there; cell count; measured here: cell count, cytotoxicity flag;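 cells counted across two imaged fields per well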
bCat nuc transl cell count 5 µM: further read-out of bCat nuc transl, marked with its call; cell count; measured here: cell count, cytotoxicity flag
MT stabilizer Hoechst-high %: recorded beside MT stabilizer, whose call it bears; % Hoechst-high responders; measured here: nuclear condensation Hoechst responders;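 share of cells brighter than vehicle mean plus two SD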
MT stabilizer cytotoxicity %: second read-out of MT stabilizer, no call of its own (marks repeat the call); toxicity, %; measured here: cytotoxicity by cell density;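 0% = mean cell density of plate MIN control wells and 100% = no cells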
Autophagy mod cell loss 18 h: second read-out of Autophagy mod, no call of its own (marks repeat the call); toxicity, %; measured here: cell loss, nuclei count;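 cell loss after 18 h compound exposure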
* hit, by the source's call; i = inactive; . = not tested or not shown.

SMILES	ER stress rescue	XIAP displacement	Lipid droplet	Lipid droplet cells 6.5 µM	Autophagy mod	Autophagy mod cell loss 18 h	WT yeast gro inh	WT yeast gro inh mutant strain	Dynein transport	Dynein transport cytoplasmic EGFP	Dynein transport nuclear GR-EGFP	Dynein transport cell count	bCat nuc transl	bCat nuc transl cell count 5 µM	Ins promoter up	Ins promoter up cell count	MT stabilizer	MT stabilizer Hoechst-high %	MT stabilizer cytotoxicity %
CCc1ccc(N(CC(=O)Nc2sc3c(c2C(=O)OC)CCCC3)S(C)(=O)=O)cc1	-3.2%	-1.8%	-9.2	554	i	-16.3	27.1	-13.6	-0.877	-0.309	-0.813	1.1	-2.8	515	-0.22	1279	2.1	1.5	8.3
O=c1cc(N2CCCCC2)c(-c2ccccc2)nn1Cc1cccc(F)c1	.	-0.1%	-8.9	689	i	14.7	87.9*	46.3*	-0.16	-0.326	-0.393	0.05	4.9	1063	-1.95	1293	7.0	0.9	5.0
O=C(CCCn1c(SCC(=O)c2ccc(F)cc2)nc2ccccc2c1=O)NCc1ccco1	1.4%	-4.3%	.	.	i	59.9	7.9	15.5	0.479	-0.127	0.794	-0.182	-2.3	961	-0.62	1014	3.4	3.6	15.8
O=C(NCc1ccccc1)c1cc[n+](CC(=O)c2cccs2)cc1	.	.	10.4	753	.	.	.	.	0.501	0.52	0.289	0.12	-0.2	1312	-1.01	1066	.	.	.
CC(C)=C(NC(=O)c1ccccc1)C(=O)NCCCC(=O)O	0.0%	-6.4%	.	.	i	12.0	12.8	8.2	-0.335	-0.218	0.0381	0.417	0.8	714	0.53	1004	5.1	2.7	7.2
COc1ccccc1/C=C/C=N/N1CCN(Cc2cccc3ccccc23)CC1	-1.4%	-3.3%	.	.	i	3.3	39.9	3.9	0.146	-0.151	0.801	-0.374	-0.5	1353	0.22	1600	2.6	1.6	3.6
Clc1ccc(OCCn2ccnc2)c(Br)c1	1.2%	-1.0%	.	.	i	-1.7	47.9	36.8	0.0722	-0.314	-0.251	0.358	.	.	0.1	929	2.3	2.1	1.1
COc1ccc(OCC(=O)Nc2ccccc2O)cc1	-1.6%	-4.6%	5.7	786	i	-2.0	7.4	17.5	-0.3	-0.177	-0.0541	0.491	.	.	-0.65	978	1.4	1.2	0.0
O=C(CSc1ccc(-c2ccc(F)cc2)nn1)N1CCOCC1	0.4%	-3.6%	7.1	722	i	-45.5	6.1	5.5	0.557	0.79	0.546	-0.724	0.8	1044	-0.73	1195	2.2	1.1	3.3
O=C(O)c1cc(N/N=C/c2ccc(N3CCOCC3)s2)ccc1Cl	-1.1%	-4.3%	-2.4	631	i	-6.1	-4.9	8.7	-0.343	-0.308	-0.635	0.284	-0.7	1027	-0.03	1185	4.1	3.9	8.0
CCCCn1c(CNC(=O)C23CC4CC(CC(C4)C2)C3)nnc1SC(C)CC (stereo not drawn)	4.6%	-4.0%	2.7	679	i	37.2	20.8	8.6	0.0161	-0.252	0.0516	0.548	0.1	1065	-0.11	1430	4.2	3.0	9.1
CCOc1ccc(C2C(C#N)=C(N)N3C(=C2C#N)Sc2ccccc23)cc1 (stereo not drawn)	0.9%	-2.0%	.	.	.	.	.	.	.	.	.	.	-5.7	1040	1.58	1206	.	.	.
COc1ccccc1CNCC(=O)Nc1ccc(C(F)(F)F)cc1	.	.	-13.0	733	.	.	.	.	-0.326	-0.254	0.341	-0.32	0.7	1319	-0.27	1062	.	.	.
CCS(=O)(=O)N1Cc2ccccc2CC1C(=O)Nc1nc(C)cs1 (stereo not drawn)	-0.7%	-7.1%	-15.5	701	i	7.0	23.2	-20.1	0.742	-0.16	1.14	-1.59	-1.7	1189	-0.72	1355	3.4	1.6	1.2
CCC(C)c1ccccc1NC(=O)Cc1coc2cc3c(cc12)CCC3 (stereo not drawn)	-3.0%	-7.1%	47.0	530	i	-3.5	36.5	6.0	-0.432	-0.308	-0.392	0.248	-1.3	993	.	.	3.2	3.0	5.3
C=CCSc1nc2ccccc2c(=O)n1C1CCOC(C)(C)C1 (stereo not drawn)	.	.	-4.5	772	.	.	.	.	0.101	-0.287	0.128	0.0392	0.5	1285	-0.26	1008	.	.	.
Cc1cc(C)nc(Nc2n[nH]c(-c3ccccc3N)n2)n1	.	.	37.5	700	.	.	.	.	1.47	-0.216	1.24	-0.392	0.1	1312	-0.08	1038	.	.	.
COc1ccc(C2C3=C(CC(C)(C)CC3=O)Oc3ncn(Cc4ccco4)c(=N)c32)cc1 (stereo not drawn)	0.0%	-0.3%	.	.	i	-2.7	0.2	11.2	-0.525	-0.194	-0.371	0.54	-7.4	1023	-1	1120	2.1	1.4	6.1
O=C(O)c1ccc(-c2ccc(/C=C3\NC(=O)N(Cc4ccc(Cl)cc4)C3=O)o2)cc1	.	.	-3.6	763	.	.	.	.	-1.1	-0.0305	-0.533	0.174	-4.6	1215	-0.3	1396	.	.	.
CCCCOC(=O)C1CN(c2ccccc2)N=C1C(C)=O (stereo not drawn)	0.5%	-4.1%	0.9	707	i	-6.2	-7.1	-3.3	-0.568	-0.339	0.0952	1.35	1.4	1589	-0.6	1487	4.3	2.0	8.4
Cn1c(=O)[nH]c(=O)c2c1nc(CN1CCOCC1)n2CCc1ccccc1	-2.6%	-4.6%	-6.6	707	i	-5.2	-2.9	1.6	-0.546	-0.244	-0.0112	0.541	0.2	1013	.	.	3.0	2.6	2.0
O=C(CN1CCOCC1)Nc1cccc(Br)c1	-0.8%	-2.2%	11.9	734	i	-2.7	7.3	-31.1	0.0931	0.154	-0.0789	-0.671	.	.	.	.	5.0	1.9	6.8
Clc1ccc(-c2nc3ncccn3c2Nc2ccc3c(c2)OCCO3)cc1	-1.1%	-0.3%	.	.	i	-19.9	-7.5	-13.6	-0.488	-0.0717	-0.325	0.127	.	.	.	.	3.5	1.8	4.8
O=C(O)c1ccc(O)c(O)c1	.	.	-2.1	735	.	.	.	.	-0.234	-0.165	-0.195	0.649	-3.8	1129	0.28	1479	.	.	.
O=C(c1ccncc1)N1CCN(c2ccc3ccccc3n2)CC1	0.3%	-2.1%	.	.	i	7.6	-4.8	6.0	0.126	-0.319	0.673	0.0797	0.1	1497	-0.07	1451	3.0	3.1	7.5
O=C1Nc2ccc([N+](=O)[O-])cc2OC1CCN1CCN(c2ccccc2)CC1 (stereo not drawn)	1.7%	-3.3%	14.3	709	i	-40.3	43.3	47.5	-1.24	-0.267	-0.543	1.04	-3.1	1071	0.72	1413	3.7	2.1	9.6
c1ccc(SCc2nc(-c3cccnc3)no2)cc1	-1.8%	-7.1%	-3.2	743	i	-10.6	-2.1	-16.1	-0.594	-0.227	-0.263	0.933	.	.	0.42	1215	4.2	2.4	5.8
Cc1nnc(NC(=O)CCSc2ccccc2)s1	.	-6.8%	-5.2	554	i	32.1	-8.4	4.2	-0.645	0.12	-0.202	0.632	.	.	.	.	4.0	3.3	6.9
O=C(c1ccco1)N1N=C(c2ccc(Br)cc2)CC1(O)C(F)(F)F (stereo not drawn)	-0.8%	-8.2%	5.7	691	i	-7.4	9.4	17.9	-0.391	-0.321	0.105	1.3	-3.0	1126	-0.42	1243	4.5	2.3	22.5
CC(CN1CCOCC1)OC(=O)/C=C/c1ccccc1 (stereo not drawn)	-2.3%	0.6%	6.8	659	i	-17.9	-5.3	-4.6	1.4	-0.186	0.921	-1.04	2.5	880	-0.51	1630	3.1	1.1	8.2

In another format: 7 of the compounds above.
SMILES,ER stress rescue,XIAP displacement,Lipid droplet,Lipid droplet cells 6.5 µM,Autophagy mod,Autophagy mod cell loss 18 h,WT yeast gro inh,WT yeast gro inh mutant strain,Dynein transport,Dynein transport cytoplasmic EGFP,Dynein transport nuclear GR-EGFP,Dynein transport cell count,bCat nuc transl,bCat nuc transl cell count 5 µM,Ins promoter up,Ins promoter up cell count,MT stabilizer,MT stabilizer Hoechst-high %,MT stabilizer cytotoxicity %
O=C(O)c1ccc(O)c(O)c1,.,.,-2.1,735,.,.,.,.,-0.234,-0.165,-0.195,0.649,-3.8,1129,0.28,1479,.,.,.
O=C(c1ccncc1)N1CCN(c2ccc3ccccc3n2)CC1,0.3%,-2.1%,.,.,i,7.6,-4.8,6.0,0.126,-0.319,0.673,0.0797,0.1,1497,-0.07,1451,3.0,3.1,7.5
O=C1Nc2ccc([N+](=O)[O-])cc2OC1CCN1CCN(c2ccccc2)CC1 (stereo not drawn),1.7%,-3.3%,14.3,709,i,-40.3,43.3,47.5,-1.24,-0.267,-0.543,1.04,-3.1,1071,0.72,1413,3.7,2.1,9.6
c1ccc(SCc2nc(-c3cccnc3)no2)cc1,-1.8%,-7.1%,-3.2,743,i,-10.6,-2.1,-16.1,-0.594,-0.227,-0.263,0.933,.,.,0.42,1215,4.2,2.4,5.8
Cc1nnc(NC(=O)CCSc2ccccc2)s1,.,-6.8%,-5.2,554,i,32.1,-8.4,4.2,-0.645,0.12,-0.202,0.632,.,.,.,.,4.0,3.3,6.9
O=C(c1ccco1)N1N=C(c2ccc(Br)cc2)CC1(O)C(F)(F)F (stereo not drawn),-0.8%,-8.2%,5.7,691,i,-7.4,9.4,17.9,-0.391,-0.321,0.105,1.3,-3.0,1126,-0.42,1243,4.5,2.3,22.5
CC(CN1CCOCC1)OC(=O)/C=C/c1ccccc1 (stereo not drawn),-2.3%,0.6%,6.8,659,i,-17.9,-5.3,-4.6,1.4,-0.186,0.921,-1.04,2.5,880,-0.51,1630,3.1,1.1,8.2

Compound activity: PubChem, several laboratories
